# Abeta yeast res: A-beta toxicity reversal in yeast. yeast expressing A-beta42, growth rescue, OD600, 48 h; response scale: 0% DMSO, 100% iron-clioquinol control. Potency, µM (doses to about 46.1 µM), for the others: at the top dose growth rescue, actives largely listed as activators. 0.063% of 410,000 active; note: potency is the fitted concentration of half-maximal effect; nearly all actives have a fitted effect of over 55% in size
#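 Yeast growth medium received pinned compounds, then yeast cells expressing toxic A-beta were added; plates incubated at 30 C for 48 hr. Growth read as absorbance at 600 nm, normalized to DMSO and equimolar FeCl3 plus clioquinol controls.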
# TDP-43 yeast inh: TDP-43 toxicity inhibition in yeast | Potency, µM (highest dose often 46.1 µM), inactives show at the top dose growth rescue (activation), actives largely listed as activators | AID 652104 | 1.8% of 410,000 active | TDP-43 expressing yeast growth rescue, BacTiter-Glo, 24 h; note: potency is the fitted concentration of half-maximal effect; % of control where 0% means no effect; nearly all actives have a fitted effect of over 50% in size
#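 Cell-based yeast growth screen: TDP-43 expression induced in galactose, inoculum OD600=0.02 after raffinose pregrowth to mid-log. Read-out BacTiter-Glo luminescence at 24 hr, 30 deg C; inhibition of toxicity seen as signal increase.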
# FUS suppressor: rescues growth of FUS-expressing yeast; S. cerevisiae FUS-expressing, growth rescue, OD600, 24 h; Potency, µM (top dose mostly 76.6 µM), for inactives: top-dose growth rescue (activation), usual class: activators; 0.24% of 390,000 active; AID 1347120;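 note: potency is the fitted concentration of half-maximal effect; plate controls were DMSO vehicle for no effect and reference control for full effect; nearly all actives have a fitted effect of over 55% in size; some results filed as inactive show a strong effect at the top dose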
#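 S. cerevisiae expressing FUS from galactose induction served as the toxicity model. Growth after 24hr at 30C, read as absorbance at 600 nm, indicates suppression of toxicity; compounds dosed at several concentrations.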
# EPAC2 antag: antagonists of human EPAC2 | Q8WZA2 | EPAC2 GEF exchange of Rap1B-BODIPY-GDP, fluorescence | Potency, µM (doses to about 114 µM), without a hit: at the highest dose activity, negative = inhibition, usual class: inhibitors | 0.18% of 360,000 active | AID 720708; note: potency is the fitted concentration of half-maximal effect; % is set by controls: 0 for no effect and ±100 for the full control effect; nearly all actives have a fitted effect of over 45% in size; many of its hits are not listed in these tables
# Target sequence (Q8WZA2 whole entry, looked up): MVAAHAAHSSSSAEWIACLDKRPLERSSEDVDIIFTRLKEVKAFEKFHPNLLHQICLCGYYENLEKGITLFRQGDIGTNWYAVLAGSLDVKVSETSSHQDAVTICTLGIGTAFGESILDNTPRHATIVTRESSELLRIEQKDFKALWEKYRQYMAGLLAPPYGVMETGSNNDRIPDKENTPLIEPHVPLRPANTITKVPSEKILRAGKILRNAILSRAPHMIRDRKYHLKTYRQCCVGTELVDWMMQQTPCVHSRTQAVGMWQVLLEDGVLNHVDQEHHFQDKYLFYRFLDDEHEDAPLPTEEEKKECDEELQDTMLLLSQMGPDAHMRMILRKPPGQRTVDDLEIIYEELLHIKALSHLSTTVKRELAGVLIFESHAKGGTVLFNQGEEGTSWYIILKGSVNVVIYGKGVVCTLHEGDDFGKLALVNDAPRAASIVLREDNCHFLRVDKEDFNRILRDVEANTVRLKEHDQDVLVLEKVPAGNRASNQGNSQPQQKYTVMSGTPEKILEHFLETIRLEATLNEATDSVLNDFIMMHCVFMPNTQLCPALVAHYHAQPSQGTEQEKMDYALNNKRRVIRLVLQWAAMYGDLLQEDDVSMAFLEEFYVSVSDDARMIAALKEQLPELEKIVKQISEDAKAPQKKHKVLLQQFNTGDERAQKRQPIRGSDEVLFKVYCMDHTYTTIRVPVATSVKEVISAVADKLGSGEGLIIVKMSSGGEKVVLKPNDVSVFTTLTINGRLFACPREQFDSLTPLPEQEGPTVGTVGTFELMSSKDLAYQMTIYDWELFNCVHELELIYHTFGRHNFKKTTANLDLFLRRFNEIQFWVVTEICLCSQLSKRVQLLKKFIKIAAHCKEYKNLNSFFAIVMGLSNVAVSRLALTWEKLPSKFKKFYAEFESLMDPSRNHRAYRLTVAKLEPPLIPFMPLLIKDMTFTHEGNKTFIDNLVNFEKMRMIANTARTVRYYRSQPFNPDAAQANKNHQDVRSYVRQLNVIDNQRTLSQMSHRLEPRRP
# EPAC2 agonist: EPAC2 (human) agonism; 0.079% of 360,000 active; Potency, µM (titrated, usually from 154 µM), without a hit: at the top dose activation, most hits filed as activators; EPAC2 activation, biochemical qHTS; response scale: 100% = 6.5 mM cAMP response; note: potency is the fitted concentration of half-maximal effect; nearly all actives have a fitted effect of over 50% in size
#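 Compounds were titrated in qHTS against a Rap1B-BODIPY-GDP (250 nM) complex with EPAC2 (100 nM) and GDP (50 uM). BODIPY-GDP release tracked at 480/540 nm over 30 min at room temperature, normalized to 6.5 mM cAMP.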
# D3 antag: D3 dopamine receptor (human) antagonism | P35462 | D3R cells, DiscoveRx beta-arrestin luminescence, antagonist mode; active compounds read low | max response, negative = inhibition, % | 2.5% of 360,000 active; in the data active = max response below about -50%; inconclusive = no clear call, values can overlap the other calls; note: % is set by controls: 0 for no effect and ±100 for the full control effect; mostly tested at two doses, the higher about 12 µM
#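 Cells expressing the human receptor were seeded at 1500 cells/well, incubated overnight at 37 degrees C in 5% CO2, then exposed to library compounds with dopamine controls for 90 minutes at 37 degrees C before luminescent detection.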
# aSyn yeast inh: inhibitors of alpha-synuclein toxicity in yeast; Yeast expressing alpha-synuclein, growth rescue, BacTiter-Glo, 24 h; Potency, µM (highest dose often 46.1 µM), inactives show at the top dose growth rescue (activation), most hits filed as activators; 0.14% of 370,000 active; note: potency is the fitted concentration of half-maximal effect; % of control where 0% means no effect; nearly all actives have a fitted effect of over 65% in size
#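 Rescue of yeast growth: cells expressing toxic alpha-synuclein, induced in galactose at OD600 0.02, incubated with compound 24 h at 30 C. ATP luminescence quantified growth; inhibitors of toxicity appear as activators.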
# D3 ag: activates the human D3 dopamine receptor; P35462; D3R DiscoveRx beta-arrestin cells, luminescence, 90 min; max activation, %; 0.58% of 410,000 active; AID 652048; in the data active = max activation above about 30%; note: 0% is about no effect; mostly tested at two doses, the higher about 12 µM
#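 Agonist mode: compounds and dopamine controls were applied to plated cells for 90 min at 37 degrees C after an overnight attachment at 1500 cells/well. Luminescent read-out followed 30 - 60 minutes at room temperature with DiscoveRx detection reagent.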
# * hit, by the source's call; ? = inconclusive; . = no result given; [ ] = remark or other dose. Unless noted, calls come from the whole dose curve; as a rule, active = well fitted curve in the direction sought with a large enough effect; inconclusive = small, poorly fitted or top-dose-only effect, or another doubt; inactive = no such curve, though single readings can be large; an effect the other way counts as inactive or inconclusive.
# Start of the listing, in advance, five compounds:
1) CCCCOC(=O)CSc1nc2ccccc2o1
2) COC(=O)[C@H](NC(=O)c1cc(-c2ccccc2)sc1N)C(C)C
3) CC1(C)Cc2nc(-c3ccccc3)nc(SCC(O)CO)c2CO1 (stereo unspecified)
4) COc1ccc(NC(=O)CS(=O)c2ccc(Br)cc2)cc1 (stereo unspecified)
5) CSCCC(NC(=O)c1ccccc1)C(=O)NNC(=O)c1ccccc1 (stereo unspecified)

assay / entry	1	2	3	4	5
EPAC2 antag	-12%	-15%	6%	-7%	5%
FUS suppressor	3%	?	19%	7%	-18%
D3 ag	6	-5	-9	4	-9
D3 antag	-15	6	-11	16	-13
TDP-43 yeast inh	17%	29%	-2%	21%	-13%
aSyn yeast inh	-3%	9%	6%	9%	1%
Abeta yeast res	-1%	0%	9%	-18%	0%
EPAC2 agonist	7%	8%	10%	-2%	6%

# The whole of this part, previewed entries included:
1) CCCCOC(=O)CSc1nc2ccccc2o1
2) COC(=O)[C@H](NC(=O)c1cc(-c2ccccc2)sc1N)C(C)C
3) CC1(C)Cc2nc(-c3ccccc3)nc(SCC(O)CO)c2CO1 (stereo unspecified)
4) COc1ccc(NC(=O)CS(=O)c2ccc(Br)cc2)cc1 (stereo unspecified)
5) CSCCC(NC(=O)c1ccccc1)C(=O)NNC(=O)c1ccccc1 (stereo unspecified)
6) CC1(c2ccc(OCC(N)=O)cc2)NC(=O)NC1=O (stereo unspecified)
7) CC1(C)CC(=O)C2=C(C1)N(Cc1ccco1)C(=O)C2(NC(=O)C1CCCCC1)C(F)(F)F (stereo unspecified)
8) C[C@@]12CCC3[C@@](CCC4[C@@]3(C)CCC[C@@]4(C)C(=O)NC3CCCCC3)(CC1=O)C2 (stereo partly specified)
9) CCc1cc(C(=O)NC2CCCc3c2cnn3-c2cccc(C)c2C)n(C)n1 (stereo unspecified)
10) CCOC(=O)Cc1csc(NC(=S)NC(=O)c2cccc([N+](=O)[O-])c2)n1

assay / entry	1	2	3	4	5	6	7	8	9	10
EPAC2 antag	-12%	-15%	6%	-7%	5%	2%	-2%	-15%	-4%	10%
FUS suppressor	3%	?	19%	7%	-18%	-3%	42%	24%	17%	-10%
D3 ag	6	-5	-9	4	-9	1	19	-19	0	-3
D3 antag	-15	6	-11	16	-13	-6	17	-9	16	-7
TDP-43 yeast inh	17%	29%	-2%	21%	-13%	-4%	-9%	-6%	23%	3%
aSyn yeast inh	-3%	9%	6%	9%	1%	9%	0%	1%	-13%	-10%
Abeta yeast res	-1%	0%	9%	-18%	0%	7%	21%	-6%	4%	6%
EPAC2 agonist	7%	8%	10%	-2%	6%	9%	0%	2%	10%	-2%

# An excerpt of these results, as labelled records.
1	CCCCOC(=O)CSc1nc2ccccc2o1
  EPAC2 antag: -12%
  FUS suppressor: 3%
  D3 ag: 6
  D3 antag: -15
  TDP-43 yeast inh: 17%
  aSyn yeast inh: -3%
  Abeta yeast res: -1%
  EPAC2 agonist: 7%

2	COC(=O)[C@H](NC(=O)c1cc(-c2ccccc2)sc1N)C(C)C
  EPAC2 antag: -15%
  FUS suppressor: ?
  D3 ag: -5
  D3 antag: 6
  TDP-43 yeast inh: 29%
  aSyn yeast inh: 9%
  Abeta yeast res: 0%
  EPAC2 agonist: 8%

# New compounds follow
11) COc1ccccc1NC(=O)Cn1nc(-c2ccncc2)nc1SCC(=O)NC1CCCC1
12) CCOc1ccc(NC(=O)C2CC(=O)N(C)C(=Nc3ccc4c(c3)OCO4)S2)cc1 (stereo unspecified)
13) O=C(CCNS(=O)(=O)c1ccc(Br)cc1)N1CCN(c2ccccc2O)CC1
14) CCOCCCNC(=O)c1cc2c(-c3ccc(OC)c(OC)c3)nn(C)c2s1
15) CN(C)c1ccc(C2NC(=O)c3ccccc3N2)cc1 (stereo unspecified)
16) CC(C)[C@H](NC(=O)c1ccccc1F)C(=O)NCc1ccc(S(N)(=O)=O)cc1
17) Cc1ccc(C(=O)N2CCN(C(=O)c3ccco3)CC2)cc1NC(=O)c1ccco1
18) Cc1cccc(N(C(=O)C(F)(F)F)C(C(=O)NC2CCCCC2)c2cccs2)c1 (stereo unspecified)
19) CCCCN(C=O)c1c(CC)nc2ccc(C(=O)N3CCN(S(=O)(=O)CC)CC3)cn12
20) CN(CCO)CCC(=O)NC1(C)CS(=O)(=O)CC1S(=O)(=O)O (stereo unspecified)

assay / entry	11	12	13	14	15	16	17	18	19	20
EPAC2 antag	0%	7%	-7%	.	19%	6%	16%	7%	2%	-1%
FUS suppressor	0%	9%	20%	28%	9%	14%	3%	17%	-29%	-24%
D3 ag	-1	-1	13	1	0	13	14	-1	4	2
D3 antag	7	-2	2	.	9	8	-7	-20	16	-9
TDP-43 yeast inh	-19%	-22%	-17%	?	-15%	-14%	-6%	-19%	12%	5%
aSyn yeast inh	-10%	2%	0%	.	1%	3%	-13%	-1%	1%	-9%
Abeta yeast res	-2%	-7%	16%	9%	9%	-1%	-15%	11%	-7%	7%
EPAC2 agonist	-8%	-2%	7%	.	13%	-2%	2%	-4%	-3%	5%

21) C[C@@H]1CN([C@@H](C)CO)C(=O)c2cc(Br)cnc2O[C@H]1CN(C)Cc1ccc(-c2ccccc2)cc1
22) CN(CC(=O)NCc1ccc2c(c1)OCO2)S(=O)(=O)c1ccc(F)cc1
23) O=C(c1cc(-c2ccccc2Cl)on1)N1CCN(C(=O)c2ccco2)CC1
24) CC1CCC(NC(=O)c2ccc(CS(=O)(=O)c3ccc(Cl)cc3)o2)CC1 (stereo unspecified)
25) COc1ccccc1NC(=O)c1ccccc1NC(=O)c1ccccc1C(=O)O
26) O=C1NCCN1c1ccccc1
27) O=C(CN1C(=O)CCSc2ccccc21)Nc1ccc(C(F)(F)F)cc1
28) CCc1nnc(NC(=O)c2c(-c3ccccc3)noc2C)s1
29) COc1cc(OC)cc(C(=O)NCCNc2nc3cc(C)cc(C)c3cc2C#N)c1
30) O=C(O)CC1Sc2ccccc2NC1=O (stereo unspecified)

assay / entry	21	22	23	24	25	26	27	28	29	30
EPAC2 antag	1%	19%	-20%	.	5%	-1%	.	-1%	16%	0%
FUS suppressor	13%	9%	27%	17%	-10%	-26%	5%	21%	-20%	19%
D3 ag	5	-11	0	-24	-3	0	5	-5	6	-18
D3 antag	25	1	98	.	-9	-3	.	-7	46	15
TDP-43 yeast inh	16%	-8%	?	1%	4%	-17%	27%	-13%	7%	-17%
aSyn yeast inh	6%	12%	-7%	.	-4%	3%	3%	-8%	0%	-13%
Abeta yeast res	13%	-4%	4%	-40%[inhibitor]	-7%	5%	7%	-1%	0%	-4%
EPAC2 agonist	2%	4%	3%	.	3%	4%	.	16%	-10%	-2%

31) COc1ccccc1C(=O)NCCC(=O)Nc1ccc(S(=O)(=O)N2CCC(C)CC2)cc1
32) Cc1ccc(C(=O)Cn2c(C(=O)/C=C/c3ccccc3)nc3ccccc32)cc1
33) O=C(c1ccccc1)N1CCCCC(S(=O)(=O)c2ccccc2)C1=O (stereo unspecified)
34) O=C(NC1CCCCCC1)c1cc2ccccc2oc1=O
35) O=C(c1ccco1)N1CCN(/C(=N/S(=O)(=O)c2cccs2)c2ccccc2Cl)CC1
36) COc1ccc(-n2ccnc2)cc1
37) Cc1cccc(-c2cc(C(=O)N3CCCc4ccccc43)c3ccccc3n2)c1
38) CCOC(=O)CCc1c(C)c2ccc(O)cc2oc1=O
39) Cc1[nH]n(-c2ccccc2)c(=O)c1C(=O)c1ccc([N+](=O)[O-])cc1
40) COc1ccc2c(CNC3CCCCCC3)c(C(=O)O)n(Cc3ccc(C)cc3)c2c1

assay / entry	31	32	33	34	35	36	37	38	39	40
EPAC2 antag	-14%	-1%	8%	0%	-4%	5%	-2%	1%	11%	.
FUS suppressor	43%	8%	-2%	-13%	5%	-30%	.	-9%	24%	?
D3 ag	-4	-9	15	-2	0	0	-20	2	-17	-6
D3 antag	5	?	-25	-8	20	0	0	10	-29	.
TDP-43 yeast inh	20%	12%	-1%	-9%	13%	2%	6%	21%	-27%	4%
aSyn yeast inh	2%	9%	0%	-2%	3%	-4%	-15%	6%	-24%	.
Abeta yeast res	-2%	4%	10%	-21%	2%	11%	-9%	-8%	-60%[inhibitor]	-9%
EPAC2 agonist	11%	8%	4%	5%	11%	5%	12%	-3%	6%	.

41) CCOc1ccccc1CNC(=O)C1CCN(c2nc3ccccc3o2)CC1
42) Cc1ccc(-n2c(-c3ccncc3)nnc2-c2cccs2)cc1
43) CCCc1ccc(C2=Nn3c(nnc3C(C)C)SC2)cc1
44) CC1CCN(C(=O)c2ccc(S(=O)(=O)N3CCCCCC3)cc2)CC1
45) CC1(C)CC(NS(=O)(=O)c2cccc3ccccc23)CC(C)(C)N1
46) Cc1ccc(/C=C2\Oc3cc(OC(=O)N4CCOCC4)ccc3C2=O)cc1
47) COCCCNC(=O)CN(c1cc(C(F)(F)F)ccc1Cl)S(C)(=O)=O
48) CC(C)NC(=O)C1CCN(C2CCN(Cc3ccc4cccc(F)c4n3)CC2)CC1
49) Cc1ccc2c(c1)nnn2C1CCN(CC(=O)NCc2ccccc2F)CC1
50) COC(=O)c1ccccc1NC(=S)NC(=O)COc1ccccc1Cl
51) COc1ccc([C@H]2CC(=O)c3c(O)cc(O)cc3O2)cc1O
52) CC1CCN(c2nc3c(S(=O)(=O)c4ccccc4)nnn3c3ccsc23)CC1
53) CCN(CC)CCCC1(CN)OCCc2ccccc21 (stereo unspecified)

assay / entry	41	42	43	44	45	46	47	48	49	50	51	52	53
EPAC2 antag	22%	3%	-7%	2%	17%	-2%	4%	18%	-7%	-6%	3%	.	23%
FUS suppressor	10%	15%	?	5%	1%	10%	-41%	11%	6%	.	9%	-15%	-12%
D3 ag	1	0	5	-3	-5	11	-4	-18	-9	-5	0	-10	4
D3 antag	?	-11	0	?	-4	-4	10	0	1	-6	7	.	-9
TDP-43 yeast inh	-3%	18%	15%	17%	-20%	16%	9%	-11%	-25%	-4%	-4%	-6%	6%
aSyn yeast inh	0%	2%	-19%	-3%	0%	1%	1%	-10%	0%	-11%	7%	.	-2%
Abeta yeast res	-12%	-6%	-23%	-15%	8%	-4%	1%	.	2%	1%	3%	-21%	19%
EPAC2 agonist	-3%	5%	6%	1%	6%	3%	-1%	6%	9%	16%	6%	.	13%

# Not all compounds are listed, so the mix of outcomes need not match the whole.
